# Tat export inh: E. coli Tat export inhibitors, primary screen, MC4100, TorA-mCherry reporter, fluorescence, single point; 340,000 tested, 0.036% active; AID 488895, 2010; inhibition, % at 10 µM;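 active = mean replicate inhibition at least 50% and at least half of replicates individually reaching 50%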;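 also: exported cargo escapes ClpAP degradation while cytoplasmic cargo is degraded and loses fluorescence; 0% = median of neutral control wells and 100% = median of NaSCN control wells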
# CDK5 p35 inh: inhibitors of human CDK5/p35 kinase, primary screen, biochemical, single concentration. Cyclin-dependent kinase 5 (Homo sapiens) + Cyclin-dependent kinase 5 activator 1 (Homo …. Recombinant CDK5/p35, ADP-Glo luminescence, 60 min. inhibition, % at 10 µM. 330,000 tested, 0.01% active;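 active = highest replicate inhibition of at least 50% and at least 75% of replicates reaching 50%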;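 also: plate controls were DMSO neutral control for no effect and GW8510 at 10 µM for full effect; many of its hits are not listed in these tables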
# Target sequence (Q00535 whole entry, looked up): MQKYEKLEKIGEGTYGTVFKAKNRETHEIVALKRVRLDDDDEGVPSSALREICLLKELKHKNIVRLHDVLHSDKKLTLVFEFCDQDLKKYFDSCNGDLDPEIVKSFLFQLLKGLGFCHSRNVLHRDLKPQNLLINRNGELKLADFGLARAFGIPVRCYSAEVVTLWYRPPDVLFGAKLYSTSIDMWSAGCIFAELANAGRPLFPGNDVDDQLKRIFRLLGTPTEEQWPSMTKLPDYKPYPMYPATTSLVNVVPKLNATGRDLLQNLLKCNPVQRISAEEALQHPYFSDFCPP
# Target sequence (Q15078 whole entry, looked up): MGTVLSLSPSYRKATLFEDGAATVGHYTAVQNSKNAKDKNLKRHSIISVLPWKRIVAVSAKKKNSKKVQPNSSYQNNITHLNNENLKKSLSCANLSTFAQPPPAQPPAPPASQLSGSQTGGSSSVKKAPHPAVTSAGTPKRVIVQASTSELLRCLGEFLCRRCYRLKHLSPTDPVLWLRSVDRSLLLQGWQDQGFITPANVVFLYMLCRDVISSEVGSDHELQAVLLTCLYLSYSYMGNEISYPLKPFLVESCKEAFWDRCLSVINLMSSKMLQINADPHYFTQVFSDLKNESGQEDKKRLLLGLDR
# DAGLB inhibitor: DAGLB lipase inhibitors, primary screen, biochemical, fluorescence, HTS; HEK293T DAGLB membrane lysate, EnzChek fluorogenic substrate; Diacylglycerol lipase-beta (Homo sapiens), Q8NCG7; 340,000 tested, 0.059% active; inhibition, % at 5.17 µM; in the data active = inhibition above about 34%;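 also: 0% = enzyme with vehicle and 100% = wells lacking enzyme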
# Mot1-301 SUMO: yeast Mot1-301 growth rescue at high temperature, primary screen, SUMOylation pathway inhibitor project, S. cerevisiae, ATP luminescence, 38.5C; growth rescue, % at 18.8 µM; 320,000 tested, 1% active; S. cerevisiae Mot1-301 growth rescue; percent above DMSO median, 100 means doubled;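 active = every valid replicate shows activation above 250% relative to neutral control wells; inactive = the rest, any valid replicate at or below 250%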;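 also: OY570 slx delta 5 strain wells were the positive control but not used for scaling; some compounds called inactive have numbers as strong as hits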
# AddAB inh: growth inhibition of E. coli expressing H. pylori AddAB, primary screen, AddAB inhibitor project, absorbance; inhibition, % at 11.9 µM; 330,000 tested, 0.29% active; in the data active = inhibition above about 12%;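 also: 0% = vehicle wells of infected cells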
# HTR5A ag: HTR5A agonists in luminescence cell assay, primary screen, counter-screen for OPRM1-OPRD1 heterodimer agonist project, full-deck HTS; 5-hydroxytryptamine receptor 5A (Homo sapiens), P47898; cell-based; activation, % at 9.3 µM; 340,000 tested, 0.61% active; AID 504692, 2011; in the data active = activation mostly above about 9.5%, no sharp cut-off; inactive = mostly below about 7.6%;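 also: 0% = cells with vehicle only and 100% = reference agonist; strong numbers were not always called active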
# PKA-R2B act: activators of PKA-R2B holoenzyme, primary screen, biochemical, fluorescence polarization, Cy5-IP20, human; cAMP-dependent protein kinase catalytic subunit beta (Homo sapiens) + cAMP-dependent …; 340,000 tested, 0.079% active; PKA-R2B holoenzyme dissociation; R2B truncated from residue 108, S112A mutant; 0% DMSO only, 100% 113 µM cGMP; activation, % at 11.4 µM; AID 504700, 2011;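 active = activation above a cutoff set at the mean over all compounds plus 3 SD, cut at about 18% in these data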;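 also: higher means more holoenzyme dissociation and a rise in polarization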
# Target sequence (P31323 whole entry, looked up, other chains not shown, the tested form may be a part): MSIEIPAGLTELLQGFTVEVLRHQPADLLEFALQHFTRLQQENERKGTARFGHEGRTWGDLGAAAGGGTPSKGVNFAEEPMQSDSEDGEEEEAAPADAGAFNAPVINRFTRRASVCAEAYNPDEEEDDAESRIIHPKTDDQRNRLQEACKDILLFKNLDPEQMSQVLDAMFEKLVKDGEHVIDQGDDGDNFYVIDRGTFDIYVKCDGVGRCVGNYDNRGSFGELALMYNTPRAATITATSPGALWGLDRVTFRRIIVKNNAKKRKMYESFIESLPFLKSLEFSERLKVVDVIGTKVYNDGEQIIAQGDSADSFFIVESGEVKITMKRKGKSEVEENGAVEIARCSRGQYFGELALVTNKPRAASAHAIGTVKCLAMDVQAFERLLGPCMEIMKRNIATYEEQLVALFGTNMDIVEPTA
# E coli growth: E. coli V3065 growth inhibition, primary screen, counter-screen for AddAB inhibitor project, absorbance, OD600 | 18 h | inhibition, % at 11.9 µM | 330,000 tested, 0.27% active;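 active = inhibition above the campaign's mean inhibition across all tested compounds plus 3 SD, cut at about 9.9% in these data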;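 also: uninfected addAB+ strain grown without phage in ampicillin broth; 0% = DMSO wells and 100% = ciprofloxacin 0.95 µg/ml wells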
# phage Ecoli inh: growth loss of phage-infected E. coli, primary screen, RecBCD inhibitor project, absorbance, with phage, HTS; AID 651602, 2012; 360,000 tested, 0.26% active; inhibition, % at 11.9 µM; in the data active = inhibition above about 11%
# HTR5A inv ctr: HTR5A inverse agonists in luminescence cell assay, primary screen, counter-screen for OPRM1-OPRD1 heterodimer inverse agonist project, full-deck HTS; 5-hydroxytryptamine receptor 5A (Homo sapiens), P47898; HTR5A cell line, inverse agonism; inhibition, % at 9.3 µM; 340,000 tested, 0.083% active; AID 504634, 2011; in the data active = inhibition mostly above about 23%, no sharp cut-off; inactive = mostly below about 18%;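 also: 0% = cells with DMSO and 100% = no-cell wells with DMSO; some compounds called inactive have numbers as strong as hits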
# PKA-R1A act: activators of PKA-R1A holoenzyme, primary screen, biochemical, fluorescence polarization, Cy5-IP20, bovine R1A, mouse PKAc; PKA-R1A dissociation; scaled: DMSO 0%, 113 µM cGMP 100%; activation, % at 11.4 µM; 340,000 tested, 0.083% active; AID 504707, 2011;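 active = percent activation above the mean of all tested compounds plus 3 SD, cut at about 19% in these data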;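 also: higher means more PKAc released from R1A so a rise in polarization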
# Numbers without * were called inactive; x = no result given.
Structure	Tat export inh	CDK5 p35 inh	DAGLB inhibitor	Mot1-301 SUMO	AddAB inh	HTR5A ag	PKA-R2B act	E coli growth	phage Ecoli inh	HTR5A inv ctr	PKA-R1A act
Cc1ccccc1NCC(=O)c1ccc(Br)cc1	5.9	0.8	-3.3	0.4	1.3	1.3	-8.2	0.5	2.7	-13.6	-0.7
O=C(NC1CCCCCC1)c1cc2n(n1)C(C(F)(F)F)CC(c1ccco1)N2 (stereo not given)	-6.2	-0.9	0.8	3.1	-2.2	1.6	2.8	-2.2	0.6	-39.9	-4.3
COC(=O)C1=C(C)NC(=O)NC1c1cccc(OC)c1OCc1ccccc1 (stereo not given)	-1.5	0.2	-2.3	69.6	4.0	-2.2	-4.0	-1.5	3.3	13.7	-9.2
Cc1cc(C)c(C)c(OCc2nc(-c3cccnc3)no2)c1	14.6	-0.9	-6.4	11.9	1.4	7.1	-10.0	-1.7	0.3	-5.2	-7.4
CN(CC(=O)Nc1cccc2c1CCCC2)S(=O)(=O)c1ccc(Br)cc1	4.4	0.2	-6.1	26.7	-0.3	2.6	1.1	-2.7	0.8	-3.9	13.3
COC(=O)c1ccc(NC(=O)C(C)Oc2ccccc2)cc1 (stereo not given)	22.9	-0.3	-3.9	218.0	4.3	-0.4	-7.7	1.4	1.5	-4.5	-8.5
CCOC(=O)c1c(CC(C)C)csc1NC(=O)COC(=O)c1cc(OC)c(OC)cc1[N+](=O)[O-]	1.2	1.6	-0.2	582.2	4.0	-3.0	-0.6	1.5	4.2	7.3	-10.6
CCN(CC(=O)Nc1c(F)cccc1F)C(=O)C1CC(=O)N(CCc2ccc(OC)c(OC)c2)C1 (stereo not given)	-1.6	0.6	-1.0	-3.6	3.4	0.8	-0.4	2.5	1.0	5.0	1.9
COc1ccc(C)cc1NC(=O)c1ccccc1NS(=O)(=O)c1ccc(Cl)s1	6.4	-3.0	28.0	20.4	2.6	4.9	-3.5	2.8	0.8	30.2	-2.7
N#CC1=C(S)N(c2ccccc2)C2(CCCCC2)NC1=O	-4.9	1.1	0.3	-17.3	5.6	2.3	-9.2	0.2	3.8	-6.1	-10.1
CC(C)(C)c1cc(CCC(=O)NNC(=S)NC(=O)c2ccccc2)cc(C(C)(C)C)c1O	-26.6	2.9	5.9	-7.9	-2.0	-29.0	4.1	-6.9	x	82.2*	1.7
O=C(NCCc1ccc(Cl)cc1)c1ccc(Br)s1	-8.4	-0.9	-8.1	-1.6	0.3	0.3	-6.9	-0.7	3.9	7.1	-1.8
CC(C)[C@H](NC(=O)c1ccccc1Cl)C(=O)Nc1ccc(S(=O)(=O)Nc2nccs2)cc1	3.6	-1.6	3.2	5.1	4.4	-2.1	-15.0	3.0	-0.7	-4.1	-4.0
CC(C)Oc1cccc(-c2cc(C(=O)NC(=S)N(C)c3ccccc3C(=O)O)c3ccccc3n2)c1	-0.2	-0.3	-0.1	123.7	2.3	-1.6	-11.7	1.5	2.3	20.4	-6.2
COc1ccc(N2CCN(S(=O)(=O)CCNC(=O)C(C)Oc3ccccc3)CC2)cc1 (stereo not given)	5.8	-0.8	1.6	3.6	4.3	-4.1	3.2	-0.8	-0.5	10.7	-9.7
Cc1ccc(C(C)C)c(O)c1	10.0	1.2	-4.0	7.3	1.5	3.8	-1.8	-1.0	2.0	-48.1	-7.5
CCCn1c(C)cc(/C=C(\C#N)C(=O)OCC(=O)Nc2cccc(S(N)(=O)=O)c2)c1C	1.8	1.0	-0.8	-3.7	1.1	3.1	-0.1	-0.9	0.9	12.6	-6.4
Cc1nnc(SCC(=O)Nc2cc(S(=O)(=O)N3CCCC3)ccc2Cl)s1	0.5	0.2	0.8	10.5	1.3	1.0	0.7	-0.8	5.7	11.8	-10.4
Cc1ccc(NC(=O)c2ccc3c(c2)OCCO3)cc1	-0.4	-0.8	-1.5	1.3	1.8	1.4	1.4	0.2	4.6	-7.4	-15.3
O=C(CCN1C(=O)/C(=C/c2ccccc2F)SC1=S)NC1C=CS(=O)(=O)C1 (stereo not given)	-1.4	-0.7	3.0	84.4	3.9	0.9	5.6	0.1	4.0	11.1	-4.3
C/C(=N\NC(=O)C(C)Sc1ccccc1)c1ccc([N+](=O)[O-])cc1 (stereo not given)	13.2	2.5	-2.2	8.9	1.2	-3.5	-7.6	-2.8	1.9	-14.7	-8.6
CC(=O)c1sc2nc(-c3cccs3)ccc2c1N	1.7	-1.0	0.9	2.2	-1.2	-3.0	-0.5	-1.9	-0.6	5.0	-5.1
N=C1c2ccccc2CN1NC(=O)c1cccc(S(=O)(=O)N2CCCCC2)c1	-1.4	-3.0	-0.1	2.8	4.0	-1.4	2.2	2.1	2.0	3.4	4.7
O=C(CCNC(=O)c1ccccc1Cl)NCc1ccncc1	-0.4	-1.1	-4.0	0.4	2.8	6.0	1.0	0.3	1.2	-16.4	-6.3
Cc1cc(C)c(N2C(=NC(=O)CCCC(=O)O)SC3CS(=O)(=O)CC32)c(C)c1 (stereo not given)	2.3	0.2	0.4	-0.8	-0.7	6.2	0.5	0.7	3.2	-16.7	-12.4
C/C(=N\O)c1ncc(C(F)(F)F)cc1Cl	8.9	-7.0	1.4	389.9	1.4	0.3	-25.0	0.3	-1.3	-0.8	-7.5
O=C(O)CSc1nc2c(c(=O)[nH]1)CCCC2	-0.7	-1.2	3.0	-13.1	0.8	-1.2	-2.4	-1.2	-0.2	-6.2	-1.4
Cc1cn(C2CCC(CO)O2)c(=O)[nH]c1=O (stereo not given)	-1.5	-0.7	0.9	-8.7	x	-0.5	-1.0	x	24.1*	1.9	1.9
O=P(O)(O)c1cc(-c2ccccc2)oc1-c1ccccc1	3.3	0.8	0.2	34.3	0.3	3.1	-4.2	1.3	-0.6	-9.6	-10.8
O=C(Cn1cc(C(=O)C(F)(F)F)c2cc(Br)ccc21)N1CCOCC1	-9.7	0.7	-4.0	3.4	2.6	5.1	2.1	0.8	1.5	-14.1	3.2
Cc1cc(N(C)C)ccc1N=Nc1ccc2ncccc2c1	5.6	-0.4	33.6	-7.6	0.2	-5.5	-1.6	-2.3	-0.6	19.5	-4.3
COc1cc(NC(=S)NCCCN2CCOCC2)c(OC)cc1Cl	-2.9	0.1	2.5	160.7	1.0	3.5	6.1	0.5	2.6	-9.6	-1.2
O=S(NCc1ccccc1)C12CC3CC(CC(C3)C1)C2 (stereo not given)	-11.3	1.3	-2.0	-23.0	0.1	-3.6	-11.1	0.6	2.7	-19.3	-11.4
Cc1nc2ccccc2c2c1C(=O)N(c1cccc(C(=O)O)c1)C2=O	2.7	-0.3	-1.1	-16.7	0.0	4.2	2.0	-4.0	3.5	23.1	9.6
COc1ccc(CNC(=O)COc2ccc(OC)cc2)cc1	1.1	0.0	-3.2	3.3	-1.8	-3.6	-5.8	0.5	3.0	13.1	-13.1
COc1ccc(C2CC(c3ccccc3Cl)Nc3ncnn32)cc1OC (stereo not given)	1.7	1.3	0.6	-1.8	0.6	3.8	-7.1	-1.2	1.9	2.5	0.2
COc1cc(/C=N/Nc2ccc([N+](=O)[O-])cn2)cc(OC)c1O	1.6	6.0	5.0	-8.3	x	2.1	-9.7	x	4.0	-7.8	3.3
Cc1ccc(C(=O)NCC(C)NC(=O)c2ccc(C)c([N+](=O)[O-])c2)cc1[N+](=O)[O-] (stereo not given)	3.0	-6.0	-0.6	106.1	-0.1	-4.8	-6.2	-1.2	0.2	16.8	5.1
CCN(CC)c1ccc(C(=O)OCC(=O)N(C)Cc2ccccc2)cc1	4.6	0.1	-4.1	-3.0	1.6	-2.0	-3.4	0.2	0.2	5.5	7.7
O=C(CN1C(=O)NC2(CCCCCC2)C1=O)NC1CC1	14.6	0.2	-2.9	5.1	4.5	0.6	-2.5	-1.8	-0.9	-1.6	3.3

# Single records, as listed above.
# N=C1c2ccccc2CN1NC(=O)c1cccc(S(=O)(=O)N2CCCCC2)c1 in the list: Tat export inh = -1.4; CDK5 p35 inh = -3.0; DAGLB inhibitor = -0.1; Mot1-301 SUMO = 2.8; AddAB inh = 4.0; HTR5A ag = -1.4; PKA-R2B act = 2.2; E coli growth = 2.1; phage Ecoli inh = 2.0; HTR5A inv ctr = 3.4; PKA-R1A act = 4.7
# COc1cc(NC(=S)NCCCN2CCOCC2)c(OC)cc1Cl in the list: Tat export inh = -2.9; CDK5 p35 inh = 0.1; DAGLB inhibitor = 2.5; Mot1-301 SUMO = 160.7; AddAB inh = 1.0; HTR5A ag = 3.5; PKA-R2B act = 6.1; E coli growth = 0.5; phage Ecoli inh = 2.6; HTR5A inv ctr = -9.6; PKA-R1A act = -1.2

# (continued)
Structure	Tat export inh	CDK5 p35 inh	DAGLB inhibitor	Mot1-301 SUMO	AddAB inh	HTR5A ag	PKA-R2B act	E coli growth	phage Ecoli inh	HTR5A inv ctr	PKA-R1A act
CCc1nc2ccccc2c(C(=O)OCC(=O)NCc2ccc3c(c2)OCO3)c1C	-5.1	0.6	-6.5	-8.0	2.3	7.2	2.5	0.8	3.2	-27.9	-7.4
COc1ccc(Nc2c3c(nc4ccccc24)CCCC3)cc1OC	-3.5	0.6	1.2	27.1	1.0	-4.1	-10.3	-1.9	5.5	11.7	-10.5
CCN(CC(=O)Nc1c(F)cccc1F)C(=O)CCC(=O)c1ccc(F)cc1	0.4	0.6	2.2	-28.8	-1.4	6.1	-1.0	-1.4	0.5	-16.8	-7.3
C#Cc1ccc(C(=O)Nc2cc(C(N)=O)ccc2N2CCOCC2)cc1	-7.3	-3.0	2.7	-8.8	2.5	-0.6	-9.0	-0.1	0.9	-45.9	-10.4
C/C(=N\NC(=O)C(=O)Nc1c(C)n(C)n(-c2ccccc2)c1=O)c1ccncc1	0.1	0.5	-2.8	7.9	0.8	0.4	6.1	-0.7	1.3	0.1	-9.4
O=C(COC(=O)CNC(=O)C1CCCCC1)Nc1ccc(F)c([N+](=O)[O-])c1	-5.1	-0.6	-1.6	-0.3	0.7	-2.2	-11.2	-2.3	2.3	5.5	-0.6
C=CCNC(=O)C1=NN(c2c(F)c(F)cc(F)c2F)C(=O)CC1	-7.0	1.3	-1.8	-15.3	1.7	2.4	3.6	0.5	1.6	-9.1	5.6
CCOC(=O)N1CCC(NC(=O)C2CCN(Cc3nc(-c4ccc(CC)cc4)oc3C)CC2)CC1	7.4	1.0	0.0	x	x	-2.3	3.6	x	2.0	-8.2	5.9
O=C(CN(Cc1ccccc1)C(=O)CCC(=O)Nc1ccccn1)NCc1ccc(F)cc1	-0.8	-1.3	-0.3	-10.2	4.2	1.5	-11.1	-1.4	-1.1	-4.4	-0.9
COc1ccc(N(CN2C(=O)c3ccccc3C2=O)C(=O)C(C)C)cc1	-2.8	2.6	-1.0	8.5	1.9	-3.8	-0.6	0.3	0.6	-9.2	-3.4
